HPDE-C7 viability: cytotoxicity in HPDE-C7 cells, cell-based, fluorescence, HTS (AID 430). HPDE-C7 pancreatic duct cells viability, fluorescence; higher % means a stronger effect. 63,000 compounds, 1.8% hits. cytotoxicity, % at 10 µM, or EC50 in µM where a hit was titrated;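 note: cells exposed to compound for 48 hours before viability readout; 0% = vehicle and 100% = reference cytotoxic drug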
TNAP inhibition: human TNAP enzyme inhibitors, biochemical, luminescent (AID 518). Alkaline phosphatase, tissue-nonspecific isozyme (Homo sapiens). purified TNAP enzyme, luminescent substrate readout; higher % means a stronger effect. one-dose inhibition, % at 20 µM; IC50 in µM for titrated hits. 64,000 compounds, 0.09% hits; in the data active = a potency from the dose series; inactive = the rest, 99 in 100 with inhibition below about 22%;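 note: plate controls were vehicle for no effect and reference inhibitor for full effect; many of its hits are not listed in these tables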
DPM-DC inhibit: S. pneumoniae DPM-DC inhibitors, primary screen, biochemical, PK/LDH-coupled NADH fluorescence; diphosphomevalonate decarboxylase (Streptococcus pneumoniae D39); purified DPM-DC; calls only at 10 µM; 65,000 compounds, 0.49% hits; AID 556, 2006;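 active = the 320 compounds with the highest percent inhibition in the single-dose primary screen, excluding strongly autofluorescent ones, cut at about 32% in these data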;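 note: kinetic rate of NADH fluorescence loss reporting ADP formed by the decarboxylase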
Bfl-1 displacement: Bfl-1 inhibitors, primary screen, biochemical, fluorescence polarization, FITC-Bid, mouse (AID 432) | Bcl-2-related protein A1 (Mus musculus) | FITC-Bid BH3 peptide fluorescence polarization displacement; higher % means a stronger effect | displacement, % at 20 µM, or IC50 in µM where a hit was titrated | 64,000 compounds, 0.02% hits; in the data active = a potency from the dose series; inactive = the rest, 99 in 100 with displacement below about 15%; note: strong numbers were not always called active
LYP phosphatase: LYP phosphatase inhibitors, primary screen, biochemical, DiFMUP fluorescence, recombinant catalytic domain, 10 µM (AID 606) | recombinant LYP catalytic domain, DiFMUP fluorescence; higher % means a stronger effect | Tyrosine-protein phosphatase non-receptor type 22 (Homo sapiens) | one-dose inhibition, % at 10 µM; IC50 in µM for titrated hits | 52,000 tested, under 10 active;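 active = IC50 under 40 µM in the dose-response test; inactive = IC50 of 40 µM or more, or never dose-tested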
HT1080 cytotoxicity: cytotoxicity in HT1080 fibrosarcoma cells, cell-based, fluorescence readout (AID 620); 87,000 compounds, 0.42% hits; HT1080 viability, fluorescence; higher % means a stronger effect; cytotoxicity, % at 10 µM; hits with a dose series show EC50 in µM;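 note: cells exposed to compound overnight then 4 h with Alamar Blue; 0% = vehicle DMSO and 100% = killing control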
Spn MK inh: S. pneumoniae MK inhibitors, primary screen, biochemical, PK/LDH-coupled NADH absorbance. mevalonate kinase [Streptococcus pneumoniae D39]. purified MK, PK/LDH-coupled NADH absorbance 340 nm. inhibition, % at 10 µM. 65,000 compounds, 0.48% hits. AID 555, 2006;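 active = ranked among the strongest by inhibition in the single 10 µM screen, a fixed top-ranked set picked for dose follow-up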; note: no value below 0 was filed
HPDE-C7K KRASV12: cytotoxicity in KRAS-transformed pancreatic duct cells, primary screen, cell-based, fluorescence, HTS (AID 431); HPDE-C7K KRASV12 cells, Alamar Blue viability, 48 h; higher % means a stronger effect; cytotoxicity, % at 10 µM; hits with a dose series show EC50 in µM; 63,000 compounds, 1.7% hits;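 active = compounds whose percent cytotoxicity in the single-dose primary screen, scaled between solvent and toxic-drug controls, exceeds 50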;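 note: 0% = DMSO solvent wells and 100% = doxorubicin-treated wells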
PMK inhibit: S. pneumoniae PMK inhibitors, primary screen, biochemical, mevalonate pathway, pilot trial included; purified PMK, PK/LDH-coupled NADH absorbance 340 nm; inhibition, % at 10 µM; 65,000 compounds, 0.49% hits; AID 539, 2006;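 active = top-ranked compounds by inhibition in the single 10 µM screen, taking a fixed number of the strongest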;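 note: 0% = full reaction with DMSO carrier and 100% = background rate without enzyme reaction; no value below 0 was filed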
PMK inhibit pilot replicates: recorded beside PMK inhibit, whose call it bears; inhibition, %; measured here: pilot screen replicates
Spn MK inh pilot replicates: second read-out of Spn MK inh, no call of its own (marks repeat the call); inhibition, %; measured here: pilot screen replicates
DPM-DC inhibit pilot screen %: further read-out of DPM-DC inhibit, marked with its call; inhibition, %; measured here: pilot screen trials
* marks the source's active call; other numbers are inactive results; i = inactive; · = not tested or not shown. Cut-off read from the data, not from the text of the source, unless noted: active = cytotoxicity above about 50%; inactive = the rest.

SMILES | HPDE-C7 viability | TNAP inhibition | DPM-DC inhibit | Bfl-1 displacement | LYP phosphatase | HT1080 cytotoxicity | Spn MK inh | HPDE-C7K KRASV12 | PMK inhibit | others
CCCS(=O)(=O)N1CCN(C(=O)CCC2CCCC2)CC1 | -3% | 19% | i | -4% | 5% | 0% | 11 | 10% | 4 | PMK inhibit pilot replicates=5.0;Spn MK inh pilot replicates=1.0;DPM-DC inhibit pilot screen %=5.0
Cc1ccc(Cn2c(CN3CC(C)OC(C)C3)nc3c2c(=O)n(C)c(=O)n3C)cc1 (stereo unspecified) | -8% | 10% | i | -6% | -5% | -8% | 5 | -7% | 9
CCn1c(SCc2nc3ccccc3[nH]2)nnc1-c1cnccn1 | -5% | 0% | i | -3% | · | 42% | 7 | -17% | 5
Nc1ccc2c3c(cccc13)CC2 | 6% | -2% | · | 4% | 10% | -1% | 6 | -5% | 2
COc1cccc(/C(O)=C2/C(=O)C(=O)N(CCN(C)C)C2c2ccc(Br)cc2)c1 (stereo unspecified) | -15% | 0% | i | 0% | 5% | -7% | 0 | -21% | 0
Cc1cc(=O)[nH]c(SCC(=O)N2CCN(C(c3ccccc3)c3ccccc3)CC2)n1 | -10% | 13% | i | -8% | 6% | 0% | 5 | -3% | 7
O=S(=O)(NCC(O)COCc1ccco1)c1cccs1 (stereo unspecified) | -16% | 13% | i | -2% | 14% | 4% | 4 | 2% | 2 | PMK inhibit pilot replicates=3.0;Spn MK inh pilot replicates=0.0;DPM-DC inhibit pilot screen %=0.0
CC(C)(C)c1ccc(Cn2nnc3c(=O)[nH]c(C4CCN(C(=O)Cc5cccs5)CC4)nc32)cc1 | 0% | 7% | i | -2% | · | -8% | 16 | 8% | 6
Cn1c(=O)oc2cc(C(=O)c3ccccc3)ccc21 | -7% | 17% | i | -3% | 12% | 9% | 6 | -2% | 2
CN=C1c2cc3c(Br)c(OC)ccc3n2CCN1C | -12% | 16% | i | 0% | 3% | 8% | 5 | 15% | 2
C=C(C)COc1ccc(-c2nc(N)ncc2Oc2ccc(OC)cc2)c(O)c1 | -10% | 4% | i | -5% | · | 7% | 0 | -1% | 0
Cc1cc(S(=O)(=O)N2CC(=O)N(CCc3ccccc3)C(=O)C2)ccc1F | -10% | 8% | i | 2% | -8% | 1% | 1 | -1% | 10
O=C(NCCCN1CCCC1)Nc1cccc2ccccc12 | 2% | 6% | i | -1% | -2% | 16% | 0 | 8% | 6
CCSC1=NC(=O)/C(=C2/C=Cc3ccccc3N2CC)S1 | -6% | 27% | i | 2% | -2% | 10% | 0 | -13% | 14
Cn1c2ccccc2c2ncn(CCCN3CCOCC3)c(=O)c21 | 9% | 11% | i | -9% | 2% | 6% | 1 | 14% | 8 | PMK inhibit pilot replicates=3.0;Spn MK inh pilot replicates=0.5;DPM-DC inhibit pilot screen %=22
Cc1cc(C)c(C#N)c(SCc2ccc(C#N)cc2)n1 | 6% | 20% | i | -1% | 10% | 4% | 9 | -10% | 7 | PMK inhibit pilot replicates=0.0;Spn MK inh pilot replicates=0.5;DPM-DC inhibit pilot screen %=1.5
CC1(C)Cc2c(C#N)c(NCCc3ccccc3)nc(-c3ccco3)c2CO1 | 25% | 8% | · | 3% | 5% | 2% | 0 | 4% | 0
CC(C)c1ccc(NC(=O)C(c2ccc3c(c2)OCO3)N2CCN(C(=O)c3ccco3)CC2)cc1 (stereo unspecified) | 24% | -22% | i | 0% | 17% | -5% | 5 | 20% | 14
Cn1c(C(=O)N2CCN(C3CCCCC3)CC2)cc2c(=O)n(C)c3ccccc3c21 | 10% | 4% | i | 8% | · | 10% | 10 | -3% | 15
COc1ccccc1N1CCN(S(=O)(=O)c2ccc3c4c(cccc24)C(=O)N3)CC1 | 46% | 11% | i | 5% | 13% | -2% | 4 | 44% | 13
C=CCN1C(c2ccc(OCC)cc2)=CS/C1=C(\C#N)c1nnc2n1CCCCC2 | -1% | 8% | i | -4% | -3% | 23% | 8 | 2% | 15
CC(O)c1cc2c(cc1NC(=O)c1cnn3c1NC(c1ccco1)CC3C(F)(F)F)OCO2 (stereo unspecified) | -5% | 10% | i | -2% | 1% | 1% | 2 | -4% | 1 | PMK inhibit pilot replicates=2.0;Spn MK inh pilot replicates=5.5;DPM-DC inhibit pilot screen %=0.5
CCOC(=O)CNC(=O)CSc1nnc(-c2cccc(OC)c2)n1CC | -18% | 13% | i | 5% | 19% | -9% | 12 | -8% | 14
O=C(COc1ccc2ccc(=O)oc2c1)Nc1ccc2c(c1)OCCO2 | 2% | 4% | i | 11% | 6% | -3% | 7 | 5% | 13
CC(=O)Nc1ccc(S(=O)(=O)N2CCC(NC(=O)c3ccco3)CC2)cc1 | -1% | 10% | i | -5% | 6% | 7% | 6 | -8% | 5
OC(COc1ccc(C2C=CCC2)cc1)CN1CCCCC1 (stereo unspecified) | 18% | 2% | i | 29% | 0% | 5% | 10 | 45% | 2
COc1ccc(C(=O)Nc2ccccc2C(=O)NCCN2CCOCC2)cc1 | -2% | 8% | i | -18% | 9% | 3% | 8 | 1% | 5 | PMK inhibit pilot replicates=0.0;Spn MK inh pilot replicates=0.0;DPM-DC inhibit pilot screen %=2.0
Cc1cc(C)n(CCc2nc(-c3cccs3)cs2)n1 | -10% | 10% | i | 2% | -8% | 0% | 6 | -5% | 15 | PMK inhibit pilot replicates=1.0;Spn MK inh pilot replicates=0.5;DPM-DC inhibit pilot screen %=0.0
O=c1[nH]c2ccccc2n1CCCOc1ccccc1 | 5% | 11% | i | -7% | 8% | -8% | 4 | 5% | 13
COc1cccc(CNCCOCCO)c1OC | · | 7% | i | 6% | · | 0% | 5 | · | 15
c1ccc(-n2c(-c3ccncc3)nnc2N2CCOCC2)cc1 | -4% | 5% | i | 3% | 11% | 15% | 8 | 3% | 10
COCCOC(=O)c1c(C)nc(SCC(=O)Nc2ccc(OC)cc2)c(C#N)c1-c1ccco1 | 20% | 16% | i | 3% | -2% | 6% | 21 | -1% | 0 | PMK inhibit pilot replicates=8.0;Spn MK inh pilot replicates=0.0;DPM-DC inhibit pilot screen %=0.0
Cc1ccc(S(=O)(=O)NCC(c2ccccc2)N2CCN(CCC#N)CC2)cc1 (stereo unspecified) | -17% | 14% | i | -6% | 0% | 6% | 6 | -15% | 0
O=S(=O)(Nc1nc2ccccc2nc1NCc1ccco1)c1ccc(Cl)cc1 | 18% | 18% | i | -5% | 10% | -3% | 2 | 21% | 2 | PMK inhibit pilot replicates=5.0;Spn MK inh pilot replicates=0.0;DPM-DC inhibit pilot screen %=3.5
O=C1CC(c2ccccc2)CC(O)=C1C=NCCN1CCOCC1 (stereo unspecified) | 3% | 14% | i | 4% | · | -5% | 6 | 6% | 10 | PMK inhibit pilot replicates=5.5;Spn MK inh pilot replicates=0.0;DPM-DC inhibit pilot screen %=3.0
CNc1nnc(-c2cc3ccccc3oc2=O)s1 | 5% | 2% | i | 16% | 8% | 4% | 3 | 10% | 3
Cc1cc(N2CCN(c3cccc(C(F)(F)F)c3)CC2)n2nc(C)nc2n1 | -15% | 8% | i | 15% | 7% | 0% | 0 | 0% | 9
Cc1ccc2cccc(NC(=O)C(F)(F)F)c2n1 | 10% | 9% | i | 8% | 0% | -2% | 8 | 10% | 13
CC(C)c1ccccc1NC(=O)c1cnccn1 | -3% | 15% | i | 10% | 4% | 1% | 18 | -10% | 0
CCN(CC(=O)NC1CCS(=O)(=O)C1)C(=O)COc1ccccc1-c1ccccc1 (stereo unspecified) | -16% | 4% | i | 3% | 4% | -8% | 0 | -16% | 9
c1coc(Cn2c(-c3ccco3)nc3ccccc32)c1 | -25% | 12% | i | -1% | · | 1% | 0 | -10% | 14
COc1ccc(C(=O)CSc2nnnn2Cc2ccccc2)cc1 | 12% | 13% | i | -5% | · | 5% | 10 | 2% | 0
Cc1cc(C)c(S(=O)(=O)n2nc(C)c(Br)c2C)c(C)c1 | 22% | 6% | i | 0% | 11% | 0% | 4 | 11% | 4
CCOC(=O)Cn1c2c(c(-c3ccccc3OC)cc1=O)CCCC2 | 1% | 2% | i | -4% | 8% | -8% | 0 | -9% | 4
CCCCCc1nc2c(=O)n(C)c3ccccc3c2o1 | 7% | 0% | i | 0% | 8% | 14% | 9 | 4% | 10
CCC(C)N(C)Cc1cccc(C2(O)CCN(S(=O)(=O)c3ccc(F)cc3)CC2)c1 (stereo unspecified) | 15% | -3% | i | -4% | · | -11% | 0 | 5% | 11
CCC(=O)c1ccc(OCC(O)Cn2c(C)nc3ccccc32)cc1 (stereo unspecified) | -6% | 13% | i | 1% | -2% | -1% | 2 | -18% | 0

Structures listed so far containing an aryl thioether with sulfur outside any ring (6):
SMILES | HPDE-C7 viability | TNAP inhibition | DPM-DC inhibit | Bfl-1 displacement | LYP phosphatase | HT1080 cytotoxicity | Spn MK inh | HPDE-C7K KRASV12 | PMK inhibit | others
CCn1c(SCc2nc3ccccc3[nH]2)nnc1-c1cnccn1 | -5% | 0% | i | -3% | · | 42% | 7 | -17% | 5
Cc1cc(=O)[nH]c(SCC(=O)N2CCN(C(c3ccccc3)c3ccccc3)CC2)n1 | -10% | 13% | i | -8% | 6% | 0% | 5 | -3% | 7
Cc1cc(C)c(C#N)c(SCc2ccc(C#N)cc2)n1 | 6% | 20% | i | -1% | 10% | 4% | 9 | -10% | 7 | PMK inhibit pilot replicates=0.0;Spn MK inh pilot replicates=0.5;DPM-DC inhibit pilot screen %=1.5
CCOC(=O)CNC(=O)CSc1nnc(-c2cccc(OC)c2)n1CC | -18% | 13% | i | 5% | 19% | -9% | 12 | -8% | 14
COCCOC(=O)c1c(C)nc(SCC(=O)Nc2ccc(OC)cc2)c(C#N)c1-c1ccco1 | 20% | 16% | i | 3% | -2% | 6% | 21 | -1% | 0 | PMK inhibit pilot replicates=8.0;Spn MK inh pilot replicates=0.0;DPM-DC inhibit pilot screen %=0.0
COc1ccc(C(=O)CSc2nnnn2Cc2ccccc2)cc1 | 12% | 13% | i | -5% | · | 5% | 10 | 2% | 0
